KB-3-1 tox = KB-3-1 parental cell cytotoxicity; KB-3-1 viability, CellTiter-Glo ATP luminescence, 72 h; 400,000 tested, 1.4% active; Potency, µM (series often up to 46.1 µM), for the others: at the top dose activity change, negative = cytotoxic, most hits filed as cytotoxic; AID 1347075; also: potency is read from the fitted curve at half-maximal effect; % is scaled to controls: 0 for no effect and ±100 for the full control effect; nearly all actives have a fitted effect of over 60% in size
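KB-3-1 cells, DMEM (no phenol red) + 10% FBS; compound by pin transfer, 72 h, 37 °C. Readout: CellTiter-Glo luminescence after 10 min. Data normalized, curve-fitted.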
HT1080 IDH1KD tx = toxicity to HT-1080 IDH1 knockdown cells (counter line). HT-1080 IDH1 knockdown viability, ATP luminescence, 48 h. Potency, µM (series often up to 46.1 µM), for inactives: top-dose activity, negative = toxicity, most hits filed as cytotoxic. 360,000 tested, 2% active. AID 686971;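 also: potency is read from the fitted curve at half-maximal effect; 0% = DMSO wells and -100% = cell-free medium wells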
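After a 2 h attachment period, IDH1KD HT-1080 cells took pin-transferred compound for 48 h at 37 °C; ATP-based luminescence after 10 min room-temperature reagent incubation reported viability.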
IL1B secr inh = inhibitors of inflammasome signaling (IL-1 beta secretion); THP-1 LPS/ATP IL-1B secretion, AlphaLISA, 16 h; stronger effect = lower value; activity change, % at 57.5 µM; 360,000 tested, 4.7% active; AID 743279; in the data active = activity change below about -50%; inconclusive = mostly about -30% to -49%; also: % is scaled to controls: 0 for no effect and ±100 for the full control effect
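THP-1 cells pretreated 1 hr with compounds (up to 57.5 uM final), then stimulated with LPS (250 ng/mL final) plus ATP (1.25 mM final); secreted IL-1B measured by AlphaLISA after 16 hr, decreased signal indicating inhibition.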
MCF10A rerep = DNA re-replication induction in MCF 10a cells. MCF 10A DNA re-replication, Hoechst nuclear intensity, 48 h. Potency, µM (highest dose often 46.1 µM), without a hit: top-dose activity, positive = re-replication, actives largely listed as activators. 350,000 tested, 2.9% active. AID 624296; also: potency is read from the fitted curve at half-maximal effect; % of control where 0% means no effect; nearly all actives have a fitted effect of over 50% in size
SW480 rereplic = induces DNA re-replication in SW480 colon adenocarcinoma cells; SW480 DNA re-replication, Hoechst DNA content imaging, 48 h; Potency, µM (highest dose often 46.1 µM), for inactives: at the highest dose re-replication activation, hits mostly activators; 340,000 tested, 1.8% active; also: potency is read from the fitted curve at half-maximal effect; % of control where 0% means no effect; nearly all actives have a fitted effect of over 55% in size
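Compounds, transferred as 23 nL by pin tool, were incubated with cells for 48 hr; DNA content per nucleus was then quantified by Hoechst staining and fluorescence plate imaging.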
ATXN viability = reduces viability in counter-screen for ATXN expression inhibitors | S2 cells (HEK-293 line with an ATXN2-luciferase reporter) viability, CellTiter-Fluor protease fluorescence, 24 h | Potency, µM (titrated, usually from 56.7 µM), usual class: cytotoxic | 400,000 tested, 0.49% active | AID 651635; also: potency is read from the fitted curve at half-maximal effect; nearly all actives have a fitted effect of over 40% in size
ATXN2 expr inh = inhibitors of ATXN2 expression; HEK-293 ATXN2-luciferase reporter, luminescence, 24 h; Potency, µM (series often up to 57 µM), for inactives: at the highest dose activity change, negative = inhibition, actives largely listed as inhibitors; 360,000 tested, 0.72% active; AID 1745845; also: potency is read from the fitted curve at half-maximal effect; % is scaled to controls: 0 for no effect and ±100 for the full control effect; nearly all actives have a fitted effect of over 55% in size
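ATXN2-luciferase reporter cells (luciferase flanked by upstream and downstream ATXN2 gene portions) were treated 24 h at 37 °C with compounds at up to 57 uM. SteadyGlo luminescence gave expression; GF-AFC fluorescence gave viability.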
HT1080NT lethal = kills 2HG-producing HT-1080-NT fibrosarcoma cells; 360,000 tested, 1.6% active; Potency, µM (highest dose often 46.1 µM), for inactives: top-dose activity, negative = less viability, most hits filed as cytotoxic; HT-1080-NT fibrosarcoma viability, CellTiter-Glo ATP luminescence, 48 h;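 also: NT is the 2HG producing partner of a matched IDH1 knockdown line; potency is read from the fitted curve at half-maximal effect; 0% = DMSO-treated cells and -100% = media-only wells without cells; nearly all actives have a fitted effect of over 55% in size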
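Read-out is CellTiter-Glo luminescence after 10 minutes at room temperature, following 48 hours' compound treatment of HT-1080-NT cells (750 cells/well, RPMI, 5% FBS, 37 degrees C).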
KB-V1 MDR tox = KB-V1 MDR subline cytotoxicity; KB-V1 MDR cells viability, CellTiter-Glo, 72 h; Potency, µM (top dose mostly 46.1 µM), for inactives: at the top dose activity change, negative = cytotoxicity, usual class: cytotoxic; 400,000 tested, 3.4% active; AID 1347076; also: potency is read from the fitted curve at half-maximal effect; % is scaled to controls: 0 for no effect and ±100 for the full control effect; nearly all actives have a fitted effect of over 60% in size
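KB-V1 MDR subline cells in DMEM (phenol-red free, 10% FBS) exposed to compounds in qHTS concentration series for 72 h at 37 degrees C. Viability read by CellTiter-Glo luminescence; concentration-effect curves fitted after normalization and correction.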
Starred values were filed as active, the others as inactive; i = inactive; ? = inconclusive; nt = no result given; [ ] = another dose, or the depositor's remark. Unless noted, calls follow the shape of the dose curve; as a rule, active = well fitted curve in the direction sought with a large enough effect; inconclusive = small, poorly fitted or top-dose-only effect, or another doubt; inactive = no such curve, though single readings can be large; an effect the other way counts as inactive or inconclusive.

SMILES | KB-3-1 tox | HT1080 IDH1KD tx | IL1B secr inh | MCF10A rerep | SW480 rereplic | ATXN viability | ATXN2 expr inh | HT1080NT lethal | KB-V1 MDR tox
O=C1OCC(c2ccccc2)=C1c1ccccc1 | 25% | -1% | 20 | 0% | 1% | i | -2% | 6% | -5%
CC(C)(C)OC(=O)C[C@H]1C/C=C\C[C@@H](CC(=O)N[C@@H](CO)Cc2ccccc2)C(=O)N2CCC[C@H]2COC1=O | 1% | 0% | -14 | ? | 0% | i | -5% | -5% | -5%
CC(=O)c1cccc(S(=O)(=O)N2CCCC(c3nc4c(nnn4Cc4ccccc4Cl)c(=O)[nH]3)C2)c1 (configuration not stated) | -7% | ? | -70* | ? | -8% | i | -11% | -25% | 0%
O=C(NCc1ccco1)C(=O)NCC1OCCN1S(=O)(=O)c1ccc(F)cc1 (configuration not stated) | -1% | 17% | 23 | 5% | -1% | ? | -10% | 7% | 1%
O=C(CSc1nnc(-c2cccs2)o1)N1CCCc2ccccc21 | -5% | -1% | -18 | 11% | -5%[9.22 µM] | i | 2% | 6% | 1%
COc1cc(C2C(C(=O)OC(C)C)=C(C)Nc3[nH]c(=O)[nH]c(=O)c32)ccc1O (configuration not stated) | -5% | 0% | 9 | -2% | 1% | i | 4% | -6% | -7%
CCOC(=O)c1cnc2c(C)c(Cl)ccc2c1N1CCN(CC)CC1 | -27% | 15µM* | -82* | ? | 5% | i | -14% | 15µM* | -12%
CC(=O)N1N=C(c2ccccc2)CC1c1ccccc1 (configuration not stated) | 7% | -8% | 7 | 12% | 16% | i | 3% | -14% | 2%
CN(C)S(=O)(=O)c1cccc(NC(=S)N/N=C/c2ccc(O)c(O)c2O)c1 | 11% | -2% | -13 | -3% | 1% | ? | -12% | -1% | -2%
COc1cc(OC)cc(C(=O)NNC(=O)c2cc(S(=O)(=O)N3CCOCC3)ccc2F)c1 | -4% | ? | 11 | 4% | -9% | i | -25% | -2% | 0%
CN(Cc1ccccc1)S(=O)(=O)c1ccc(F)c(C(=O)Nc2cc(Cl)cc(Cl)c2)c1 | 2% | nt | nt | nt | nt | i | -4% | nt | -29%
CCCn1c(SCC(=O)N2c3ccccc3Sc3ccccc32)nc2c1c(=O)n(C)c(=O)n2C | -18% | 0% | -5 | 8% | -8% | i | -15% | -3% | ?
CCOC(=O)C1CCN(CC(=O)N(CC(C)C)c2c(N)n(CC(C)C)c(=O)[nH]c2=O)CC1 | -6% | -4% | 0 | -2% | -7% | i | -23% | -8% | -13%
CC(=NN=C(C)c1ccc(O)cc1)c1ccc(O)cc1 | ? | -1% | -10 | 14% | -10% | i | 0% | -19% | -9%
COc1ccc(CNC(=O)CN2C(=O)CCn3nc(-c4ccccc4)cc32)c(OC)c1 | -7% | nt | nt | nt | nt | i | -2% | nt | ?

Laid out differently: entries from further up.
COc1cc(C2C(C(=O)OC(C)C)=C(C)Nc3[nH]c(=O)[nH]c(=O)c32)ccc1O (configuration not stated)
  KB-3-1 tox: -5%; HT1080 IDH1KD tx: 0%; IL1B secr inh: 9; MCF10A rerep: -2%; SW480 rereplic: 1%; ATXN viability: i; ATXN2 expr inh: 4%; HT1080NT lethal: -6%; KB-V1 MDR tox: -7%

CCOC(=O)C1CCN(CC(=O)N(CC(C)C)c2c(N)n(CC(C)C)c(=O)[nH]c2=O)CC1
  KB-3-1 tox: -6%; HT1080 IDH1KD tx: -4%; IL1B secr inh: 0; MCF10A rerep: -2%; SW480 rereplic: -7%; ATXN viability: i; ATXN2 expr inh: -23%; HT1080NT lethal: -8%; KB-V1 MDR tox: -13%

COc1cc(OC)cc(C(=O)NNC(=O)c2cc(S(=O)(=O)N3CCOCC3)ccc2F)c1
  KB-3-1 tox: -4%; HT1080 IDH1KD tx: ?; IL1B secr inh: 11; MCF10A rerep: 4%; SW480 rereplic: -9%; ATXN viability: i; ATXN2 expr inh: -25%; HT1080NT lethal: -2%; KB-V1 MDR tox: 0%

COc1ccc(CNC(=O)CN2C(=O)CCn3nc(-c4ccccc4)cc32)c(OC)c1
  KB-3-1 tox: -7%; HT1080 IDH1KD tx: nt; IL1B secr inh: nt; MCF10A rerep: nt; SW480 rereplic: nt; ATXN viability: i; ATXN2 expr inh: -2%; HT1080NT lethal: nt; KB-V1 MDR tox: ?

Additional records follow:
SMILES | KB-3-1 tox | HT1080 IDH1KD tx | IL1B secr inh | MCF10A rerep | SW480 rereplic | ATXN viability | ATXN2 expr inh | HT1080NT lethal | KB-V1 MDR tox
CCCCOc1ccc(C(=O)OCC(=O)Nc2cc(C)c(C)cc2[N+](=O)[O-])cc1 | 0% | -1% | -11 | 5% | ? | i | nt | -2% | -1%
Cc1ccc(S(=O)(=O)Oc2ccc(/C=N/NC(=O)c3c(Cl)cnn3C)cc2)cc1 | -3% | 7% | 14 | 10% | -1% | i | -6% | 5% | 4%
CC(C)C(NC(=O)OCc1ccccc1)C(=O)N1CCOCCOCCOCC1 (configuration not stated) | -3% | 20% | 9 | -20% | -17% | i | 7% | 20% | 0%
Cc1cc(/C=C2/SC(=O)NC2=O)c(C)n1-c1ccc(N2CCOCC2)cc1 | -4% | -17% | 4 | 6% | -91%[inhibitor] | i | -3% | -3% | ?
CC1(C)CC(=O)C2=C(C1)N(c1ccc(F)cc1)C(=O)C2(NC(=O)c1ccccc1F)C(F)(F)F (configuration not stated) | 7% | 16% | 4 | -92%[inhibitor] | -58%[inhibitor] | ? | 4% | 22% | -3%
O=C(CCc1nnc2ccc(NCc3ccco3)nn12)N1CCN(c2ccccc2F)CC1 | 1% | 0% | 4 | 11% | -18% | i | -1% | 2% | ?
Cc1cc(OCc2nc(-c3ccncc3)no2)cc(C)c1Cl | 0% | -2% | -5 | 2% | 4% | i | -39% | 4% | 2%
O=c1nc2n(c3cc(Cl)c(S(=O)(=O)N4CCOCC4)cc13)CCCCC2 | 5% | 0% | -4 | 13% | -1% | i | 2% | 0% | 8%
CC(C)(C)NC(=O)C(c1ccc(-c2ccccc2)cc1)N(C[C@H]1CC[C@@H]([C@@H]2CC[C@H](CO)O2)O1)C(=O)c1ccc2ccccc2c1 (some centres not stated) | 0% | ? | -54* | ? | -12% | 20µM* | ? | ? | 0%
CCc1ccc(/C=C(\C#N)C(=O)NC2CCS(=O)(=O)C2)cc1 (configuration not stated) | -15% | -4% | -16 | 9% | ? | i | -1% | -6% | 0%
CSc1nsc(SC)c1C(=O)Nc1ccc(C)cc1 | -3% | -12% | -14 | 25% | 12% | i | -7% | -8% | 11%
N#CCSCC(=O)Nc1ccc(Br)cc1 | 0% | -14% | -6 | 15% | -2% | i | -4% | -7% | -23%
CCC(C)(NC(=O)CNC(C)=O)C(=O)NC1CCCCC1 (configuration not stated) | -1% | 7% | -1 | 1% | -1% | i | 3% | 7% | 21%
COc1ccc(-c2ccc(-c3noc(-c4ccccc4F)n3)c(OC)n2)cc1 | 3% | 11% | 0 | 5% | -10% | i | 3% | 12% | ?
CCOc1cc(C(=O)OCC(=O)NC(C)c2ccccc2)ccc1OCC(=O)N1CCOCC1 (configuration not stated) | -3% | 5% | 9 | 3% | -5% | i | -31% | 9% | ?
COc1ccc(Nc2nc(OC)nc(OC)n2)cc1 | 0% | 3% | 3 | -4% | 1% | i | nt | 18% | 0%
COc1ccc(CNc2ccc(-c3ccc(OC)cc3)nn2)cc1 | 9% | -3% | 11 | -5% | 2% | i | 26% | ? | 2%
Cc1oc(-c2ccc(C(=O)NCc3cccc(F)c3)cc2)nc1COc1ccccc1 | -18% | nt | nt | nt | nt | i | -14% | nt | 8%
CNC(=O)c1nc(C)n(-c2cc(Cl)cc(Cl)c2)n1 | 19% | 3% | 19 | -3% | -5% | i | 8% | -3% | -16%
CC(=O)n1c(Cl)c(NC(=O)CCl)c2ccccc21 | ? | 7.1µM* | -101* | ? | ? | ? | ? | 5.6µM* | -8%
CCC(=O)N(CCC(c1ccco1)C(C)C)Cc1ccccc1 (configuration not stated) | -7% | -23% | -7 | 15% | -3%[9.22 µM] | i | -2% | -17% | -26%
C/C=C(\C)c1nnc(NC(=O)c2ccco2)s1 | 20% | 0% | -15 | -1% | -7% | ? | 23% | 7% | 0%
O=C(O)c1cn[nH]c1-c1cccc([N+](=O)[O-])c1 | 1% | 15% | 27 | -6% | -6% | i | -1% | 13% | 8%
O=C(NC1CCCCC1)C(=S)N1CCOCC1 | 4% | 25% | 4 | -2% | -12% | i | -6% | -3% | 9%
c1ccc2[nH]c(-c3ccncc3)nc2c1 | 6% | -1% | -23 | -31%[inhibitor] | -48%[inhibitor] | i | 5% | 1% | 3%
CCOC(=O)N1CCC(Nc2c(NCCN3CCN(c4cccc(Cl)c4)CC3)c(=O)c2=O)CC1 | 2% | 8% | 36 | -1% | -4% | i | -10% | -10% | 0%
CC(NC(=O)c1ccccc1)c1ccc(Br)cc1 (configuration not stated) | 1% | 0% | -14 | -2% | 2% | i | -13% | 6% | -7%
CCCc1ccc(C(C)NC(=O)c2cnccn2)cc1 (configuration not stated) | -12% | -2% | 20 | 14% | -1% | ? | -6% | 4% | -6%
COc1ccc(S(=O)(=O)N(C)C)cc1NC(=O)c1ccc(OCC2CCCO2)cc1 (configuration not stated) | -4% | -5% | -5 | nt | nt | i | nt | -7% | -25%
Cc1ccc(S(=O)(=O)N2CCNC(=O)CC2)cc1 | 4% | 12% | 0 | -16% | -1% | i | nt | 13% | -5%
Cn1c(N)c(S(=O)(=O)NCc2ccccc2Cl)c(=O)n(C)c1=O | 4% | -6% | -24 | 12% | 0% | i | ? | -7% | -15%

Screening results as filed in PubChem.

Hits appear at their usual frequency; any-hit rate near 11%.
